Screening data from PubChem BioAssay.
PrPC surface inh: cell surface PrPC inhibition, primary TR-FRET screen. AID 720596. inhibition, % at 13.8 µM. TR-FRET read-out. P04156. 370,000 compounds, 0.43% hits; in the data active = inhibition above about 24%; note: 0% = median of the test wells and 100% = reference compound wells
BioA inh: inhibitors of Mycobacterium tuberculosis BioA enzyme | purified M. tuberculosis BioA enzyme, plate reader | inhibition, % at 9.99 µM | 360,000 compounds, 0.096% hits | AID 602481; in the data active = inhibition above about 40%; inconclusive = no clear call, values can overlap the other calls
CCHF vOTU inh: CCHFV vOTU protease inhibition; Pep-AMC fluorescence; inhibition, % at 11.5 µM; 370,000 compounds, 0.55% hits; note: 0% = vehicle wells with enzyme and 100% = no enzyme wells
GDH-TPI inh: counter-screen for M. tuberculosis FBA inhibitors: GDH-TPI coupled enzymes. GDH-TPI coupled enzyme counterscreen, NADH absorbance. inhibition, % at 4.8 µM. 360,000 compounds, 1.2% hits;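 note: 0% = DMSO wells and 100% = wells lacking the enzyme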
BoNT-A LC inh2: blocks Botulinum neurotoxin A light chain protease | inhibition, % at 10 µM | 360,000 compounds, 0.17% hits | AID 588499 | multiplex microsphere protease substrate cleavage, flow cytometry; in the data active = inhibition above about 30%; inconclusive = no clear call, values can overlap the other calls; note: plate controls were buffer without enzyme for full effect and enzyme alone for no effect
UGM FP inh: Mtb UDP-galactopyranose mutase inhibition; P9WIQ1; purified UGM, fluorescence polarization probe displacement; inhibition, % at 10 µM; 320,000 compounds, 0.06% hits; AID 504406; in the data active = inhibition above about 10%, passing the limit was not always enough; inconclusive = no clear call, values can overlap the other calls
Target sequence (P9WIQ1 whole entry, looked up): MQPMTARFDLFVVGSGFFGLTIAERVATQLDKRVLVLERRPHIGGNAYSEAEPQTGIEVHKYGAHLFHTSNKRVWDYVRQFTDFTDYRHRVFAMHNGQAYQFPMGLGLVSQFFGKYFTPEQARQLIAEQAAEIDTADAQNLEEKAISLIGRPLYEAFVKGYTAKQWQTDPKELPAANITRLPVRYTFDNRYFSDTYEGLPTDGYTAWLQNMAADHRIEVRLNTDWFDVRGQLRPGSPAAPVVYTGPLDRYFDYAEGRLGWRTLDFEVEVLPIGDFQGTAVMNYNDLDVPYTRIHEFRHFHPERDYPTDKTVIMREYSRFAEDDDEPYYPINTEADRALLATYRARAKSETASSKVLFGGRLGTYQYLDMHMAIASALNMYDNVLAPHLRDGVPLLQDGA
BoNT F protease: blocks Botulinum neurotoxin F light chain protease; Multiplex microsphere protease cleavage assay, flow cytometry; inhibition, % at 10 µM; 360,000 compounds, 0.22% hits; AID 588497; in the data active = inhibition above about 35%, passing the limit was not always enough; inconclusive = no clear call, values can overlap the other calls; note: plate controls were buffer without enzyme for full effect and enzyme alone for no effect
FadD28 binding: blocks FadD28 binding to the bisubstrate probe. fluorescence polarization. inhibition, % at 12.5 µM. 360,000 compounds, 0.22% hits. AID 588549; in the data active = inhibition above about 8.5%, passing the limit was not always enough; inconclusive = no clear call, values can overlap the other calls
FBA Mtb inh: inhibits M. tuberculosis FBA enzyme | P9WQA3 | purified M. tuberculosis FBA, fluorescence read-out | inhibition, % at 1 µM | 360,000 compounds, 2.3% hits; in the data active = inhibition above about 27%;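 note: 0% = vehicle and 100% = reference inhibitor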
Target sequence (P9WQA3 whole entry, looked up): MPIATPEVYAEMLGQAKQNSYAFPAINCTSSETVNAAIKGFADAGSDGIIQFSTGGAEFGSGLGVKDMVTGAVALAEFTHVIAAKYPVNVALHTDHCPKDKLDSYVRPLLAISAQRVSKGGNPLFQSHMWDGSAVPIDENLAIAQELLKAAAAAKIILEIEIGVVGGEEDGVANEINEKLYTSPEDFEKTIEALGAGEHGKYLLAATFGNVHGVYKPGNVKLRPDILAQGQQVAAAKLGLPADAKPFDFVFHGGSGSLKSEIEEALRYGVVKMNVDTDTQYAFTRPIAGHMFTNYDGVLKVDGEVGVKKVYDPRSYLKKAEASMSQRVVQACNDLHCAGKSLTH
* = called active by the depositor; ? = inconclusive; . = not tested or not shown. Cut-off read from the data, not from the text of the source, unless noted: active = inhibition above about 30%; inactive = the rest.

mol	PrPC surface inh	BioA inh	CCHF vOTU inh	GDH-TPI inh	BoNT-A LC inh2	UGM FP inh	BoNT F protease	FadD28 binding	FBA Mtb inh
CN(C)CCNc1nc2c(c(=O)[nH]c(=O)n2C)n1CC(O)COc1ccc(Cl)cc1 (configuration not stated)	0.7	-0.8	-14.8	2.9	-0.4	-1.7	0.4	-0.7	2.0
Cc1ccc(OCc2nnc(NC(=O)OCC(C)C)s2)cc1	-7.3	0.9	0.1	7.5	-0.4	0.8	-0.4	-3.1	0.8
CC(C)[C@H](NC(=O)c1ccc(Cl)cc1Cl)C(=O)NNC(=O)c1ccco1	8.0	-1.2	2.5	15.9	0.2	-1.3	-0.5	-1.1	3.9
C=CC(C)(C)O[C@@H]1O[C@H](CO)[C@@H](O)[C@H](O)[C@H]1O	-0.9	-2.3	-8.2	1.3	0.4	-0.2	-2.7	-0.1	1.6
O=C(CC1C(=O)NCCN1C1CCCC1)NCc1cccc(OC(F)(F)F)c1 (configuration not stated)	-3.1	-1.1	3.2	5.8	-2.5	-2.7	-11.1	-6.9	-0.6
COc1ccc(OC)c(NC(=O)C2(C)CCN2C(=O)C(C)(C)c2ccccc2)c1 (configuration not stated)	3.8	0.0	-2.0	4.0	-0.3	.	0.6	-1.1	-1.9
Cn1cc(CN2CCC(n3nccc3NC(=O)C3CCCC3)CC2)cn1	-3.9	-1.2	10.6	-5.0	-1.3	1.1	-3.0	0.1	0.2
N#CCCn1cc(C(=O)Nc2ccccc2Br)c(-c2ccc3c(c2)OCCO3)n1	4.6	.	6.3	0.7	0.1	-1.5	-3.9	-5.5	0.6
N#CC1=C(N2CCCCC2)c2cc3c(n2C1=O)CCCC3	-32.4	7.0	-0.3	17.6	0.3	0.2	0.3	0.0	-2.2
O=C(O)CNC(=O)CC12CC3CC(CC(C3)C1)C2	3.4	1.5	3.6	7.8	0.1	0.0	-2.8	-0.5	-1.3
CSc1ncc(C(=O)Nc2cccc(Cl)c2)c(C)n1	2.6	0.7	-14.2	-2.9	-0.1	-1.4	16.7	-3.7	2.3
CCCc1c(C(=O)N/N=C/C(C)=C/c2ccccc2)nnn1-c1nonc1N	1.9	0.0	15.2	3.5	1.3	0.7	9.6	-0.3	2.4
CC(=O)Nc1ccc(NC(=O)C(C)OC(=O)CNS(=O)(=O)/C=C/c2ccc(C)cc2)cc1 (configuration not stated)	5.0	-0.9	1.8	-7.9	-1.1	-0.5	5.8	-0.7	-0.9
CSCCC(NC(=O)c1ccco1)C(=O)NNC(=O)c1n[nH]c(=O)c2ccccc12 (configuration not stated)	9.3	-0.2	3.4	6.9	0.0	2.7	1.6	-3.9	-0.3
CCCCc1cc(=O)oc2cc(OCC(=O)NCCN3CCOCC3)ccc12	-9.9	-0.6	10.1	-4.5	1.2	0.8	-0.3	-2.0	15.7
Cc1cccc(CN2CCN(C3CN(Cc4ccc([N+](=O)[O-])cc4)S(=O)(=O)C3)CC2)c1 (configuration not stated)	-25.7	0.2	11.0	.	-0.4	.	-2.7	-3.9	-4.3
S=C1NC[C@H](Cc2ccccc2)N1CC1CCN(CCCCc2ccccc2)CC1	-6.3	1.5	-8.0	7.3	-0.4	.	-7.8	-5.8	-0.4
CC(=O)Nc1cnc(-c2cccc(C(=O)N(C)C)c2)cn1	-2.0	-0.2	-8.2	16.8	-0.5	.	-7.1	-1.0	12.9
CCc1ccc(OCC(=O)NC(NC(=S)Nc2ccc(C)cc2C)C(Cl)(Cl)Cl)cc1 (configuration not stated)	5.2	-2.1	-0.6	0.8	-0.7	3.5	-2.8	0.2	0.9
COc1cccc(CN2CCC(n3nccc3NC(=O)CCOc3ccccc3)CC2)c1	-4.9	1.1	12.8	-4.7	-1.6	0.5	-6.2	-3.7	0.5
CCOc1ccc(-n2c(SCC(=O)NC)nnc2-c2ccco2)cc1	3.7	0.4	-0.5	7.3	-0.3	0.0	?	2.2	-0.2
CCOC(=O)N1CCC(N2CCCC(C(=O)c3cccc(OC(C)C)c3)C2)CC1 (configuration not stated)	-13.7	3.6	-1.4	5.6	-0.9	-1.8	0.1	-0.9	-1.4
COC(=O)CC/C(O)=C1\C(=O)CC(C)(C)CC1=NCc1nc2ccccc2[nH]1	3.3	.	-17.7	8.5	0.1	1.1	-8.9	-0.8	-0.2
COc1ccccc1C1NC(=O)NC(C)=C1C(=O)OC1CCCC(C)C1 (configuration not stated)	7.8	-0.1	-1.7	0.0	-1.9	1.9	?	0.4	-2.4
O=C(Nc1nnc(S(=O)(=O)N2CCOCC2)s1)c1ccccc1F	-1.7	-6.7	18.2	6.3	-0.4	0.2	-3.1	-0.5	2.7
CCOc1ccc(/C=C/C(=O)Nc2ccc3[nH]c(=O)[nH]c3c2)cc1	0.4	0.0	-12.9	17.1	-0.5	-3.1	-2.6	-1.0	-0.8
OCc1ccc(O)c2ncccc12	-6.3	-1.7	9.4	0.6	-0.7	0.1	-4.7	-2.0	-1.5
Cn1c(N)c(C(C[N+](=O)[O-])c2c(F)cccc2Cl)c(=O)n(C)c1=O (configuration not stated)	1.4	-1.7	1.1	-3.0	0.1	-1.1	-2.3	-3.0	4.6
Cc1c(C(=O)Nc2cnccn2)oc2ccccc12	.	0.3	.	10.8	0.4	-1.2	-4.8	-1.4	0.5
O=C(N/N=C/c1ccsc1)c1cc(O)cc(O)c1	-1.9	0.8	3.4	4.1	1.1	-0.1	?	-3.7	-2.7

Ordered by SMILES length (highest first): some entries from above.
mol	PrPC surface inh	BioA inh	CCHF vOTU inh	GDH-TPI inh	BoNT-A LC inh2	UGM FP inh	BoNT F protease	FadD28 binding	FBA Mtb inh
Cn1c(N)c(C(C[N+](=O)[O-])c2c(F)cccc2Cl)c(=O)n(C)c1=O (configuration not stated)	1.4	-1.7	1.1	-3.0	0.1	-1.1	-2.3	-3.0	4.6
COc1cccc(CN2CCC(n3nccc3NC(=O)CCOc3ccccc3)CC2)c1	-4.9	1.1	12.8	-4.7	-1.6	0.5	-6.2	-3.7	0.5
CC(=O)Nc1cnc(-c2cccc(C(=O)N(C)C)c2)cn1	-2.0	-0.2	-8.2	16.8	-0.5	.	-7.1	-1.0	12.9
O=C(N/N=C/c1ccsc1)c1cc(O)cc(O)c1	-1.9	0.8	3.4	4.1	1.1	-0.1	?	-3.7	-2.7

Continuation:
mol	PrPC surface inh	BioA inh	CCHF vOTU inh	GDH-TPI inh	BoNT-A LC inh2	UGM FP inh	BoNT F protease	FadD28 binding	FBA Mtb inh
Clc1ccc(C2CC(c3ccccc3)Nc3ncnn32)cc1 (configuration not stated)	-2.7	20.8	5.0	-11.9	-0.5	-0.9	-1.4	-2.8	2.6
C/C(Cn1nnc([N+](=O)[O-])n1)=N\NC(=O)c1ccccc1	-24.4	3.9	7.0	1.6	0.2	5.0	-7.5	-1.2	-3.3
N#Cc1c(NCc2ccccc2)ccnc1NCc1cccnc1	16.2	-0.9	6.0	11.2	0.1	0.2	4.5	-0.8	-6.2
CS(=O)(=O)N1CCC(C(=O)Nc2ccc(Cl)c(C(F)(F)F)c2)CC1	10.3	4.6	-7.3	0.0	0.6	0.3	0.4	-6.0	-1.2
Cc1cccc(OCC(=O)Nc2ccc3c(c2)OCCO3)c1	11.8	-1.3	0.7	6.0	-1.5	3.7	-9.2	0.4	2.4
O=C(COc1ccc(F)cc1Cl)N1CCN(C(=O)c2cccs2)CC1	-7.8	2.6	6.2	-4.8	-1.2	3.4	-2.6	0.5	2.8
CC(C)=CCC[C@](C)(O)C1CC[C@]2(C)C1C(O)CC1[C@@]3(C)CCC(O)C(C)(C)C3C(O[C@@H]3OC(CO)C(O)C(O)C3O[C@@H]3OC(C)C(O)C(O)C3O)C[C@]12C (some centres not stated)	-5.1	0.3	4.9	10.0	0.7	4.1	-1.1	-1.4	5.9
CCC(C)[C@H](NC(=O)NCCCn1ccnc1)C(=O)OC (some centres not stated)	5.3	-1.5	-7.0	8.4	-0.3	1.2	1.3	-2.1	0.9
COc1ccccc1CCC(=O)NNC(=O)c1ccncc1	3.7	0.5	2.5	2.8	.	-4.7	.	-0.9	0.6
CN(C)S(=O)(=O)c1cccc(NC(=O)CCNC(=O)Nc2ccccc2)c1	4.1	.	5.2	4.9	0.3	-1.0	-1.7	0.8	5.3
CCOC(=O)c1ccc2[nH]c3c(c2c1)CCCCC3=O	1.6	0.9	-9.6	25.8	0.6	-3.2	-6.5	-0.6	6.9
Cc1ccc(S(=O)(=O)N2[C@@H](c3ccc(C#N)cc3)C(C(=O)O)=C[C@H]2C(C)(C)C)cc1	1.8	-1.9	6.8	9.4	-0.1	-2.2	-5.6	-3.0	4.2
CCOC(=O)C(N)CSC1CC(=O)N(CCc2ccccc2)C1=O (configuration not stated)	12.4	-1.7	-4.6	-1.5	-5.6	0.8	?	-0.1	1.4
CCOc1cccc(C(=O)Nc2cccc(-c3nnc(-c4ccccc4)o3)c2)c1	4.2	-2.0	-6.6	3.2	0.4	-0.9	2.1	-0.9	0.2
Cc1ccc2cc(CN(c3cccc(C)c3C)S(=O)(=O)c3ccccc3)c(=O)[nH]c2c1	-1.6	-1.5	-1.2	7.8	0.5	0.2	1.6	0.9	-2.5
NS(=O)(=O)c1ccc(NC(=O)c2ccccc2Cl)cc1	6.3	.	-0.7	8.3	-1.7	-1.7	-24.0	-0.1	0.5
Cn1c(=O)oc2cc(S(=O)(=O)N3CCCC(C(=O)Nc4ccc5c(c4)OCCO5)C3)ccc21 (configuration not stated)	1.2	-1.8	-6.5	8.2	-0.9	0.9	-2.1	-1.2	0.3
CC(C)CNC(=O)c1ccc2c(c1)C(=O)N(Cc1ccco1)C2=O	-3.2	2.4	-1.9	5.6	2.1	-1.6	8.7	-2.6	-1.5
NS(=O)(=O)c1ccc(CCNC(=S)Nc2ccc(F)cc2)cc1	2.4	0.9	-1.1	-0.6	0.0	0.5	1.1	-4.0	0.6
CC(C)C12CN3CC(C(C)C)(CN(C1)C3c1ccco1)C2=O (configuration not stated)	1.4	2.4	-10.4	8.3	-0.5	0.0	1.8	1.9	0.3
COc1cccc(C(C)N(C)Cc2nc(COc3ccccc3)no2)c1 (configuration not stated)	3.0	.	7.8	9.1	-0.5	0.4	-1.2	-1.6	0.5
Brc1ccc(-c2nc3ncccn3c2NC2CCCCC2)o1	-11.2	-0.9	3.3	-1.2	0.1	0.4	-10.6	0.5	5.1
Cc1ccc(S(=O)(=O)Cc2ccc(C(=O)NCc3cccs3)o2)cc1	6.7	.	11.3	5.3	2.0	-0.3	6.2	-4.4	-2.0
Cc1nc(NC(CC(C)C)C(=O)O)c2nc(C)oc2n1 (configuration not stated)	-5.7	0.0	-1.2	8.4	0.1	-1.8	0.9	-2.8	1.8
CCCc1cc(=O)[nH]c(SCC(=O)N(CC)c2c(N)n(Cc3ccccc3)c(=O)[nH]c2=O)n1	4.0	-1.1	21.5	-7.1	1.9	2.8	4.6	-0.2	0.6
O=C(COc1ccc(Cl)cc1Cl)Nn1c(=S)[nH]c2ncccc2c1=O	-4.1	-0.2	3.9	18.2	-0.5	3.4	-1.7	-3.8	0.5
CC(NCc1ccc(N(C)C)cc1)C1CC2CCC1C2 (configuration not stated)	1.5	0.6	-6.9	4.3	-2.3	2.2	-11.7	-0.2	-1.2
O=C1OC(=O)C2C1[C@@H]1CC[C@H]2O1 (some centres not stated)	11.5	-0.6	-2.8	2.6	0.5	-5.8	-2.1	-0.9	1.5
O=C(COC(=O)Cc1ccsc1)Nc1ccc(S(=O)(=O)N2CCOCC2)cc1	5.5	.	-10.6	0.3	-0.3	0.7	-6.2	-0.2	-6.0
CSC(=NC#N)N1CCN(c2ccccn2)CC1	0.4	.	-3.5	0.6	-0.7	-2.9	-4.8	-1.8	2.3
